# From PubChem
# PPC-1+TRAIL kill – compounds killing PPC-1 cancer cells with TRAIL present (potentiator screen, no TRAIL-free arm). PPC-1 cells + TRAIL, ATPLite viability luminescence. cell killing (% activity), % at 4 µM. hit rate 0.41% among 220,000;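 active = cell killing above 50% in the first pass at 4 µM, then a duplicate retest at 5 µM averaging 50% or more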;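 also: plate controls were cells with TRAIL plus DMSO for no effect and medium-only wells lacking cells for full effect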
# Furin inhibitor – human furin inhibition. AID 463115. purified furin, fluorogenic substrate cleavage. P09958. inhibition, % at 30 µM. hit rate 0.061% among 220,000; in the data active = inhibition above about 25%; also: inactives centre near -15
# Target sequence (P09958 108-714 limits assumed): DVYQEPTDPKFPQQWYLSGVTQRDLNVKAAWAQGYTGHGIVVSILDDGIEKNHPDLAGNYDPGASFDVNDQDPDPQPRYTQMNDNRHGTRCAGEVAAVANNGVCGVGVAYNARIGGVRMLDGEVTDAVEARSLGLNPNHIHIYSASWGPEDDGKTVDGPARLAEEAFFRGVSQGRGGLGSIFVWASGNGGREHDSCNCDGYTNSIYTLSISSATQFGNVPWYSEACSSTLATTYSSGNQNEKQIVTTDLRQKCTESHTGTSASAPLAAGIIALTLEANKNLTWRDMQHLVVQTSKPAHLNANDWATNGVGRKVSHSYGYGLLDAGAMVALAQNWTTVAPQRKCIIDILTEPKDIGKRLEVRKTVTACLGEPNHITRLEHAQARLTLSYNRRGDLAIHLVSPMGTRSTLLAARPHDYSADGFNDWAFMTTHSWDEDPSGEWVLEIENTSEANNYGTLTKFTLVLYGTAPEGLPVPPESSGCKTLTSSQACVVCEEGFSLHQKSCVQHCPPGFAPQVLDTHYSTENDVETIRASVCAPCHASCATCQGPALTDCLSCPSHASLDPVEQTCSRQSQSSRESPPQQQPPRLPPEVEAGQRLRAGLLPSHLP
# p97 ATPase inh – inhibitors of human p97 ATPase | P55072 | recombinant p97 ATPase, Kinase-Glo ATP luminescence, 3 h | inhibition, % at 8 µM | hit rate 0.42% among 220,000 | AID 1481; in the data active = inhibition above about 15%;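 also: 0% = DMSO vehicle and 100% = wells lacking enzyme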
# Ba/F3 V617F tox – loss of viability in JAK2V617F-driven Ba/F3 cells; Ba/F3 EpoR-JAK2V617F viability, ATP luminescence; inhibition, % at 5.6 µM; hit rate 1.1% among 220,000;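 active = inhibition above the campaign mean plus 3 SD over all tested compounds, cut at about 24% in these data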;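 also: cytokine-independent growth of Ba/F3 cells driven by EpoR plus mutant JAK2; 0% = DMSO-treated cells and 100% = JAK inhibitor I control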
# EP2 antag – inhibitors of human EP2 prostaglandin E2 receptor | P43116 | C6 glioma cells expressing human EP2, cAMP TR-FRET; cells stimulated with saturating PGE2 | inhibition, % at 25 µM | hit rate 0.52% among 260,000 | AID 1422;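 active = percent inhibition above 40 after rounding to a whole number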;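 also: rat C6 glioma host cells with rolipram phosphodiesterase inhibitor present; the protocol text gives 20 µM as final concentration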
# Tb hexokinase – T. brucei hexokinase 1 inhibition; recombinant TbHK1, G6PDH-coupled NADH A340; inhibition, % at 10 µM; hit rate 0.11% among 220,000;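 active = inhibition of 50% or more in the single-dose primary screen; inactive = inhibition below 50%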
# p47phox inh – inhibitors of human p47phox binding; p47phox/p22phox peptide binding, fluorescence polarization, 2 h; inhibition, % at 24.7 µM; hit rate 0.53% among 220,000;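 active = inhibition above about 30%, limit read from the data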;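 also: 0% = p47phox with labelled peptide and 100% = labelled peptide alone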
# Target sequence (P14598 whole entry, looked up): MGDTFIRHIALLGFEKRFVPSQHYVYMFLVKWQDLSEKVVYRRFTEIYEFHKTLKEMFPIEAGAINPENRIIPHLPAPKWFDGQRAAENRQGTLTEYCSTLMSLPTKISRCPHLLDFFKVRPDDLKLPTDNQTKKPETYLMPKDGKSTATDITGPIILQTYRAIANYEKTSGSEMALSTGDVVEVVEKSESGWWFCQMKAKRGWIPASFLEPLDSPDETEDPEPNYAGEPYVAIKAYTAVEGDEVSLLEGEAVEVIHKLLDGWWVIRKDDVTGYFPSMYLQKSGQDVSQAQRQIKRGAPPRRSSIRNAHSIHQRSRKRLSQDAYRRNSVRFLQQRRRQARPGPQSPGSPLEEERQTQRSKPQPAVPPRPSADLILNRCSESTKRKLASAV
# BaF3 tox – counter-screen for JAK2V617F inhibitors: parental Ba/F3 viability inhibitors; AID 1486; hit rate 1.1% among 220,000; inhibition, % at 5.6 µM; CellTiter-Glo ATP luminescence;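 active = inhibition above a per-campaign cutoff, the mean inhibition of all tested compounds plus 3 SD, cut at about 27% in these data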;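 also: 0% = DMSO wells and 100% = JAK Inhibitor I control wells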
# RBBP9 inhibitor – inhibitors of human serine hydrolase RBBP9; recombinant RBBP9, FP-Rh probe fluorescence polarization; inhibition, % at 7.94 µM; hit rate 0.2% among 220,000; AID 1515;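 active = inhibition above the campaign mean of all tested compounds plus 3 SD, cut at about 14% in these data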;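 also: plate controls were DMSO wells with RBBP9 for no effect and wells lacking RBBP9 protein for full effect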
#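 System: RBBP9 protein / Buffer or medium: Tris/NaCl buffer pH 8.0 with 0.1% Pluronic / Probe or stimulus: Serine-hydrolase probe FP-Rh, 375 nM pre-mixing / Dosing: 7.94 µM single dose, 0.794% DMSO / Times: enzyme-compound preincubation 30 min, then probe labeling 45 min, 25 °C / Technique: fluorescence polarization (mP), excitation 525 nm, emission 598 nm / Replication: singlicate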
# * hit, by the source's call; . = not tested or not shown; [ ] = another dose, or the depositor's remark. Only part of the results is shown; rates above refer to the full screens.
# Order of results: BaF3 tox, RBBP9 inhibitor, p97 ATPase inh, PPC-1+TRAIL kill, Tb hexokinase, Ba/F3 V617F tox, p47phox inh, Furin inhibitor, EP2 antag
COc1ccccc1/C=C/C(=O)OCC(=O)c1c(N)n(C)c(=O)n(C)c1=O
  3, -6, 3, 6, -10, -3, -2, -21, 12
CC1CCCCN1S(=O)(=O)c1ccc2c(c1)oc(=O)n2CC(=O)O (stereo unspecified)
  0, 0, -2, 3, -2, 2, -6, -13, 3
COc1ccc2nc(SCc3ccccc3C)nc(C)c2c1
  4, -6, 1, 0, 0, -2, -15, -17, 10
O=S(=O)(N1CCCCC1)n1nnc2ccccc21
  6, -15, 4, -4, 5, -1, -12, -16[20 µM], 6
Cc1cc(C)n(-c2ccc(C(=O)OCC(=O)Nc3ccc(S(=O)(=O)N4CCOCC4)cc3)cc2)n1
  4, 0, 3, 4, -5, 0, -9, -11, 6
Cc1cc(/C=C(\C#N)C(=O)OCC(=O)Nc2ccc(OC(F)F)cc2)c(C)n1CC(C)C
  0, -8, 6, -12, -1, 0, -56, -15, 2
CCCOc1ccc(/C(O)=C2/C(=O)C(=O)N(CCCn3ccnc3)C2c2cccs2)cc1 (stereo unspecified)
  6, -6, -4, 2, -15, 5, -6, -7, 11
CCOc1ccc(/C(O)=C/C(=O)C(=O)Nc2ccc(S(=O)(=O)NC(C)=O)cc2)cc1
  6, -8, -4, 5, -30, 3, -6, -14, 8
Cc1ccc(C2=C(CC(=O)O)C(=O)CC2)cc1
  4, 0, 7, 10, 33, 0, -2, -4, 9
Cn1ccc(O)c(C#N)c1=O
  -8, -7, -6, 3, 1, 4, -2, 1, 21
CC1N(O)C(C)(C)C(c2ccccc2)=[N+]1[O-] (stereo unspecified)
  0, 6, 1, -3, 5, -4, -15, -19[20 µM], 14
O=C(/C=C/c1c(F)cccc1Cl)Nc1nn[nH]n1
  0, -7, 4, 1, -1, -3, -3, -24, 7
CC(=O)NC(NC(=S)Nc1ccc(N=Nc2ccccc2C)cc1C)C(Cl)(Cl)Cl (stereo unspecified)
  2, -7, 0, 12, -13, -2, 0, -9[20 µM], 7
Cc1c(Nc2nc(-c3ccccc3)cs2)c(=O)n(-c2ccccc2)n1C
  5, -7, -6, -10, -5, 1, 5, -10, 7
COc1ccccc1CNC(=O)c1cc(C)nn1-c1ccccc1
  -1, 0, 3, 22, -2, -3, -1, -23, 8
C=CCSc1nc2c(c(=O)[nH]1)C(c1ccccc1)C(C#N)=C(N)O2 (stereo unspecified)
  -1, -6, -5, 16, -9, 4, -3, 10, 4
COc1ccc(NC(=O)CSc2nc(O)cc(=O)[nH]2)c(OC)c1
  -6, 0, 2, -2, 4, 2, 3, -30, 1
C=CCN1C(=O)NC2(O)C(=O)c3ccccc3C12O (stereo unspecified)
  14, 1, 4, 10, 1, -1, -7, -11[20 µM], 4
COC(=O)[C@@]1(Cc2ccc(OC)cc2)[C@H]2c3cc(C(=O)N(C)C)[nH]c3C[C@H]2CN1C(=O)c1ccccc1
  3, -4, -3, 30, 1, 2, -4, -6, 5
Cc1ccc(S(=O)(=O)NNC(=O)c2cccnc2)cc1
  2, -4, 5, 14, -1, -5, -3, -28, 2
O=[N+]([O-])c1cc(F)c2cccnc2c1O
  2, -8, 2, 6, -15, 2, -23, -10, 5
CC(=O)N(C(C)=O)S(=O)(=O)c1ccc(N=NN2CCCCC2)cc1
  -1, -5, 5, 5, -16, -4, -1, 6, 9
CNC(=O)COc1cccc(C(=O)NCc2ccccc2)c1
  6, -5, 2, -5, 3, 3, -7, -9, 6
CCOc1cc(/C=C2\N=C(C)OC2=O)cc(Br)c1OCCc1ccccc1
  5, -14, -7, 17, -8, 1, -8, 1[20 µM], 11
COc1cc2nc(CN(C)Cc3ccc(OC)c(OC)c3OC)[nH]c(=O)c2cc1OC
  6, -5, 0, 1, -5, -1, -1, -20, 2
COc1ccc(CNC(=O)CCS(=O)(=O)c2cccc3nonc23)cc1
  1, -4, -1, 8, -10, 0, -10, -12, 3
CC(=O)c1cccc(NC(=S)NC(=O)c2ccc(C)cc2)c1
  9, -6, 4, 30, 20, 5, -3, -18, 6
Cc1ccc2c(c1)Oc1ccc(NC(=O)CCl)cc1C(=O)N2
  83*, 0, 14, 5, 2, 85*, -8, -19, 15
Cc1ccccc1NC(=S)N(C)C1(c2ccccc2Cl)CCCCC1=O (stereo unspecified)
  3, -9, -1, -1, 0, -1, -5, -20[20 µM], 2
O=C(NC(=S)N(CCCCO)C1CCCCC1)c1sc2ccccc2c1Cl
  6, 4, 3, -4, 9, 2, -20, -11[20 µM], 4
CC(CN1CCOCC1)c1ccccc1 (stereo unspecified)
  0, 11, 0, 23, -2, -6, -17, -15[20 µM], 2
COC(=O)C1=C(C)NC(=O)C1(Nc1nccs1)C(F)(F)F (stereo unspecified)
  3, -4, 1, 11, -2, 1, -17, -11[20 µM], 12
S=C(NCCCNC(=S)Nc1ccccc1)Nc1ccccc1
  4, -16, -3, 6, 2, 3, 0, -24, 5
CCc1ncc(C(O)c2cccc3ccccc23)n1C (stereo unspecified)
  0, -7, 5, 8, 1, -1, -7, -25, 7
CC(C)(Oc1ccc(Cl)cc1)C(=O)NCc1ccc(S(N)(=O)=O)cc1
  6, -8, -2, -18, 11, 0, 12, -24, 6
CC1CCC(=C(C#N)C(=O)Nc2cccc(Cl)c2)CC1 (stereo unspecified)
  -1, -1, 5, 28, 3, -2, -15, 0[20 µM], -1
CC1=CC(c2ccccc2)n2nc(N3C(=O)c4ccccc4C3=O)nc2N1 (stereo unspecified)
  5, -4, 9, 38, -1, -2, -14, -20[20 µM], 5
CCC1(c2ccccc2)NC(=O)N(CC(=O)Nc2cccc(C#N)c2)C1=O (stereo unspecified)
  6, -8, -4, 14, -5, -4, -4, -21, 8
O=C(Nc1ccc(Cl)cc1)OCCn1nnnc1C(c1ccccc1Cl)N1CCOCC1 (stereo unspecified)
  3, -8, 2, 23, -4, -3, -11, -16[20 µM], 7
Cc1ccc2[nH]c(=O)c(CN(Cc3ccco3)C(=O)c3ccncc3)cc2c1
  7, 1, 4, -4, -10, 0, 2, -14, 2

# Eleven structures already listed, sorted by molecular weight, smallest number first.
# Order of results: BaF3 tox, RBBP9 inhibitor, p97 ATPase inh, PPC-1+TRAIL kill, Tb hexokinase, Ba/F3 V617F tox, p47phox inh, Furin inhibitor, EP2 antag
CC(CN1CCOCC1)c1ccccc1 (stereo unspecified)
  0, 11, 0, 23, -2, -6, -17, -15[20 µM], 2
CC1CCC(=C(C#N)C(=O)Nc2cccc(Cl)c2)CC1 (stereo unspecified)
  -1, -1, 5, 28, 3, -2, -15, 0[20 µM], -1
Cc1ccc2c(c1)Oc1ccc(NC(=O)CCl)cc1C(=O)N2
  83*, 0, 14, 5, 2, 85*, -8, -19, 15
COC(=O)C1=C(C)NC(=O)C1(Nc1nccs1)C(F)(F)F (stereo unspecified)
  3, -4, 1, 11, -2, 1, -17, -11[20 µM], 12
CC(=O)N(C(C)=O)S(=O)(=O)c1ccc(N=NN2CCCCC2)cc1
  -1, -5, 5, 5, -16, -4, -1, 6, 9
CC1=CC(c2ccccc2)n2nc(N3C(=O)c4ccccc4C3=O)nc2N1 (stereo unspecified)
  5, -4, 9, 38, -1, -2, -14, -20[20 µM], 5
CCC1(c2ccccc2)NC(=O)N(CC(=O)Nc2cccc(C#N)c2)C1=O (stereo unspecified)
  6, -8, -4, 14, -5, -4, -4, -21, 8
Cc1ccc2[nH]c(=O)c(CN(Cc3ccco3)C(=O)c3ccncc3)cc2c1
  7, 1, 4, -4, -10, 0, 2, -14, 2
O=C(NC(=S)N(CCCCO)C1CCCCC1)c1sc2ccccc2c1Cl
  6, 4, 3, -4, 9, 2, -20, -11[20 µM], 4
COc1cc2nc(CN(C)Cc3ccc(OC)c(OC)c3OC)[nH]c(=O)c2cc1OC
  6, -5, 0, 1, -5, -1, -1, -20, 2
CCOc1cc(/C=C2\N=C(C)OC2=O)cc(Br)c1OCCc1ccccc1
  5, -14, -7, 17, -8, 1, -8, 1[20 µM], 11

# Next part.
# Order of results: BaF3 tox, RBBP9 inhibitor, p97 ATPase inh, PPC-1+TRAIL kill, Tb hexokinase, Ba/F3 V617F tox, p47phox inh, Furin inhibitor, EP2 antag
O=C(COc1cccc2ccccc12)NNC(=O)C1CCCO1 (stereo unspecified)
  1, 5, 2, 19, 0, -2, -6, -17[20 µM], 10
CCN(CC)S(=O)(=O)c1ccc2c(c1)nc(CCC(=O)Nc1ccc3c(c1)OCO3)n2CC
  11, -6, -4, 2, -1, 8, -1, -5, 12
CC(C)c1ccccc1N1CC(C(=O)O)CC1=O (stereo unspecified)
  7, -11, 3, 6, 2, -3, 11, -19, 8
CCOc1ccc(NC(=O)CSCC(=O)O)cc1
  -2, -6, 1, 21, 0, -2, 2, -15[20 µM], 5
COc1ccc(Cl)cc1C(=O)Nc1ccc(NC(=O)c2ccco2)cc1
  0, -5, 1, 38, -8, -1, -8, -27, 13
C=C(C)C1CC=C(C)/C(=N/NC(=O)c2cccc([N+](=O)[O-])c2)C1 (stereo unspecified)
  6, -4, -2, 34, -5, -1, 4, -10, 6
O=C(COc1cccnc1[N+](=O)[O-])NCCc1ccc(F)cc1
  2, 6, 0, 15, -6, -4, -10, -19, 14
O=C1C2C3C=CC(C3)C2C(=O)N1CCN1CCN(Cc2ccc([N+](=O)[O-])cc2)CC1 (stereo unspecified)
  6, -4, 0, -4, 0, -2, -1, -18, 5
Cc1ccc2c(c1)C(c1ccccc1)N(C(=O)c1cc3ccccc3oc1=O)CC(=O)N2 (stereo unspecified)
  8, -1, 4, -15, -6, -4, -12, -17, .
C=CCNC(=S)NN=C1CCCCCCC1
  6, 3, 4, 16, -3, -3, 3, -10, 2
O=c1[nH]c2ccc(NC(=S)NCCc3ccccc3)cc2[nH]1
  -2, 3, 8, 9, -1, -4, -10, -24, 7
Cc1cccc(N/C(N)=N/c2nc(C)cc(=O)[nH]2)c1
  10, 1, -4, 7, 8, 5, -4, -9, 10
C[C@@H](C(=O)N1CCN(C(=O)OC(C)(C)C)CC1)n1cc(-c2cn([C@@H](C)C(=O)N3CCN(C(=O)OC(C)(C)C)CC3)nn2)nn1
  ., ., ., -15, -3, ., 4, -13, 11
CC(C)C(NC(=O)C(NC(=O)C1OC2OC(C)(C)OC2C2OC(C)(C)OC12)C(C)C)C(=O)O (stereo unspecified)
  12, -5, 3, -7, -6, -1, -2, -25, 1
CCOC(=O)C1=C(C(F)(F)F)Nc2ncnn2C1c1cccc(OC)c1OC (stereo unspecified)
  4, -5, 5, -13, -9, -3, -20, -25, 18
Cc1c(NC(=O)CN2C(=O)c3cccc4cccc2c34)c(=O)n(-c2ccccc2)n1C
  5, -5, 3, 4, -5, -4, -11, -24[20 µM], 13
CCOC(=O)NCCOC(=O)Nc1ccc(Cl)cc1
  5, 2, 4, 19, -2, -3, 2, -28, 8
CCOC(=O)c1cnn(CC2CCCCC2)c1N
  8, -6, 1, 5, 1, -3, -3, -8, 1
Cc1ccc(Cn2nnc3c(=O)n(Cc4cccc(C)c4)cnc32)cc1
  3, -4, -2, -6, 10, -1, -18, -35[20 µM], 1
